Source: PubChem (several laboratories)
PHOSPHO1 inh = PHOSPHO1 (human) inhibition; recombinant PHOSPHO1, absorbance phosphatase assay; Q8TCT1; actives 1.1% (n = 290,000); inhibition, % at 13.3 µM; in the data active = inhibition above about 60%
Target sequence (Q8TCT1 whole entry, looked up): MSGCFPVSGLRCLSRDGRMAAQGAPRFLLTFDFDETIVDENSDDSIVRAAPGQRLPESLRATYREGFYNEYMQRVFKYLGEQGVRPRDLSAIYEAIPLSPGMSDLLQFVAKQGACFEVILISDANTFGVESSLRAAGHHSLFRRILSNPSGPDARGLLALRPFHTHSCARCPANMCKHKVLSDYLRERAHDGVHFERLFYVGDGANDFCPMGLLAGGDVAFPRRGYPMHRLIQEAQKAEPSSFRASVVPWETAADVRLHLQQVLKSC
DNA FID counter = displaces DNA intercalator in HCV helicase counter-screen. DNA fluorescent intercalator displacement, fluorescence. inhibition, % at 7.9 µM. actives 0.17% (n = 290,000). AID 1845; in the data active = inhibition above about 37%;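 note: 0% = vehicle and 100% = reference compound; higher means more ethidium bromide displaced from hairpin DNA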
OXTR agonist = human OXTR agonism; P30559; CHO-OTR cells, Fluo-8 calcium fluorescence; normalized: DMSO 0%, oxytocin 100%; activation, % at 3 µM; actives 0.32% (n = 320,000); AID 2435;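 active = activation above the mean of all tested compounds plus 3 SD, cutoff set per screening run, cut at about 20% in these data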;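 note: peak over basal fluorescence ratio from a 100 s FLIPR kinetic read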
GalR3 antagonist = human GalR3 antagonism. HEK293 GalR3-CNG cAMP membrane potential fluorescence; galR3 body fused to GalR1 C-terminus. AID 651719. actives 0.44% (n = 360,000). O60755. inhibition, % at 3 µM;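 active = inhibition above the screen-wide average plus 3 SD, cut at about 13% in these data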;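 note: forskolin and galanin both at EC90 stimulate the cells; cAMP rise reported by CNG channel membrane potential dye signal; 0% = forskolin plus galanin with DMSO and 100% = forskolin alone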
NS3 helicase inh = inhibitors of Hepatitis C virus NS3 helicase; NS3 helicase DNA unwinding, Cy5 molecular beacon fluorescence; inhibition, % at 10.9 µM; actives 0.56% (n = 290,000);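 active = inhibition above the mean of all tested compounds plus 3 SD, set per campaign, cut at about 35% in these data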;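 note: 0% = DMSO wells and 100% = thioflavine S control wells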
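System: HCV NS3 helicase fragment; control set: DMSO and thioflavine S; technique: Cy5 fluorescence at 0 and 60 min, beacon hairpin quenching; reagent: beacon DNA duplex substrate plus ATP; replicates: singlicate; schedule: 1 h reaction at 25 °C, ATP-initiated; medium: MOPS buffer pH 6.5 with MgCl2, DTT, Tween20, BSA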
V1aR counter = V1a receptor agonism, counter-screen for OXTR agonists | actives 0.25% (n = 320,000) | CHO-V1R cells, Fluo-8 calcium fluorescence, agonist mode; 0% DMSO, 100% 3 nM vasopressin | activation, % at 3 µM | P37288;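 active = activation above the mean activation of all tested compounds plus 3 SD, per screening run, cut at about 20% in these data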;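 note: signal is peak over basal fluorescence ratio across a 100 second FLIPR read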
Target sequence (P37288 whole entry, looked up): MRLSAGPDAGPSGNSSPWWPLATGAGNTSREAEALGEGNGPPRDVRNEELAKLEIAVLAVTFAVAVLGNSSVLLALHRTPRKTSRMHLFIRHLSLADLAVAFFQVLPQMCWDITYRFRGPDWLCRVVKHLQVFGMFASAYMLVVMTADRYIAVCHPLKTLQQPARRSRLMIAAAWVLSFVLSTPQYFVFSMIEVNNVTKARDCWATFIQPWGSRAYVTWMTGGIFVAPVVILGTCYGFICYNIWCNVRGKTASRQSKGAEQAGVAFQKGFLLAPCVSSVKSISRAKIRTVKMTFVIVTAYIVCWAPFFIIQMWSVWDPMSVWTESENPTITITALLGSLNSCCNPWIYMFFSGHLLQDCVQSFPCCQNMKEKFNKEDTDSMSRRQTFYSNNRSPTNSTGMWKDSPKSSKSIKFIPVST
GPR7 antagonist = blocks human GPR7 receptor signaling | GPR7-expressing cells, fluorescence antagonist assay | actives 1.1% (n = 290,000) | inhibition, % at 4.4 µM; in the data active = inhibition above about 16%, passing the limit was not always enough;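 note: cells stimulated with the agonist NPW; 0% = agonist with vehicle and 100% = vehicle without agonist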
Target sequence (P48145 whole entry, looked up): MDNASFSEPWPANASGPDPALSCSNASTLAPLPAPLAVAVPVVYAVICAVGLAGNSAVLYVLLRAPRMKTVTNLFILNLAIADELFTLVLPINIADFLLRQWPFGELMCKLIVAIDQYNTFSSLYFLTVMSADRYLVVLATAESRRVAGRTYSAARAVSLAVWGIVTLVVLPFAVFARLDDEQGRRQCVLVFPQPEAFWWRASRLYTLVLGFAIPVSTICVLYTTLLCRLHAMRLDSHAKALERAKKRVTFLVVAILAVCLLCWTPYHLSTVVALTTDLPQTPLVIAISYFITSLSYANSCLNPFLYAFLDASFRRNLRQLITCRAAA
VIM-2 inhibitor = inhibitors of Pseudomonas aeruginosa VIM-2 metallo-beta-lactamase; purified VIM-2, nitrocefin hydrolysis, epi-absorbance fluorescence; actives 0.89% (n = 290,000); inhibition, % at 5.6 µM;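 active = inhibition above the mean of all tested compounds plus 3 SD, cutoff set per screening run, cut at about 7.5% in these data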;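 note: red hydrolysis product quenches plate fluorescence so inhibitors raise well fluorescence; 0% = enzyme with DMSO and 100% = DMSO without enzyme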
IMP-1 inh = inhibitors of Pseudomonas aeruginosa IMP-1 metallo-beta-lactamase; purified IMP-1, nitrocefin hydrolysis, epi-absorbance fluorescence; inhibition, % at 5.6 µM; actives 0.45% (n = 290,000); AID 1556;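 active = inhibition above the mean plus 3 SD of all compounds in the same screening run, cut at about 4.5% in these data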;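 note: 0% = IMP-1 with DMSO and 100% = DMSO wells lacking enzyme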
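Assay system: purified IMP-1; Quantity: IMP-1 0.2 nM before substrate addition; Medium: HEPES buffer pH 7.1 with ZnSO4 and Brij 35; Incubation: 15 min enzyme–compound preincubation, then 25 min nitrocefin reaction, 25 °C; Signal: fluorescence quenching readout, ex 480/em 530 nm; Controls: DMSO with and without IMP-1; Repeats: singlicate testing.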
Active calls of the source: *; nt = no result given. The order is random; overall some 4.3% were active at least once.

compound,GalR3 antagonist,VIM-2 inhibitor,PHOSPHO1 inh,V1aR counter,NS3 helicase inh,OXTR agonist,GPR7 antagonist,IMP-1 inh,DNA FID counter
O=C(CSc1ncnc2c1nnn2-c1ccc(F)cc1)NCC1CCCO1 (stereo unspecified),-2,-3.5,6,6.5,1,8.0,-10,-2.1,1
COc1ccc(NC(=O)c2ccc3c(c2)C(=O)N(CC2CCCO2)C3=O)cc1 (stereo unspecified),-10,-1.3,18,6.0,-4,5.2,-4,-2.7,-19
Cc1ccc(S(=O)(=O)Nc2nc(C)c(NC(=O)Nc3ccc(Cl)cc3Cl)s2)cc1,-4,-3.1,30,11,15,4.6,-12,-1.9,-3
O=C(COC(=O)c1cccnc1Cl)Nc1ccc2c(c1)OCCO2,-9,0.7,-34,0.1,3,-1.2,-3,-0.5,-6
COc1ccc(-c2c(C#Cc3ccsc3)c3ccccc3n2C)cc1,-8,3.0,-24,-1.0,5,-1.6,10,-0.2,-22
COc1ccc(NS(=O)(=O)c2cnc[nH]2)cc1,-4,-2.9,28,-0.7,2,-0.5,-1,-3.2,-2
COCCN1CC(CNC(=O)c2cc(COc3ccc(C)c(C)c3)on2)CC1=O (stereo unspecified),-1,1.5,16,2.6,-6,2.4,-9,-1.0,-46
COc1cc(-c2nc3sc(C)c(C)c3c(=O)o2)cc(OC)c1OC,-4,1.9,19,0.6,8,0.0,-9,-3.5,-5
O=C(CCNc1ccc(F)cc1)c1cccc([N+](=O)[O-])c1,-5,-1.8,-4,-0.9,-4,-0.2,-1,0.5,2
CCCCc1c(C)nc2ccc(Br)cc2c1SC(N)N,-5,-2.4,22,nt,2,nt,-5,-1.8,4
CCNc1c2c3c(cccc3n(C)c1=O)C(=O)c1ccccc1-2,nt,22*,15,181*,-5,140*,9,23*,0
COc1ccccc1CNC(=O)CSc1nc(N)c(C#N)c(-c2cccs2)c1C#N,-7,-2.5,-106,2.9,-1,4.2,0,-2.7,-10
CCCc1cc(N2CCCC(C(=O)NCc3ccc4c(c3)OCO4)C2)n2ncnc2n1 (stereo unspecified),-7,1.2,6,-1.1,-5,-1.4,6,-1.3,-21
CCOCC(=O)Nc1nc2ccc(S(C)(=O)=O)cc2s1,-1,-3.7,-18,0.6,3,0.6,-14,-4.2,-17
CCN(CC)S(=O)(=O)c1ccc(F)c(C(=O)NCCC(C)C)c1,-4,-1.0,-1,-0.4,19,0.2,2,-0.9,-19
CC(=O)N1CCc2cc(S(=O)(=O)Nc3ccc(C)cc3C)ccc21,-13,-1.0,27,10,-8,8.4,-13,-4.0,-17
COC(=O)c1ccc(CSc2n[nH]c(-c3ccccc3)n2)o1,-1,0.0,16,2.0,-3,0.1,-7,-1.0,-5
COC(=O)CNC(=O)c1cc(OC)cc(OC)c1,-4,-2.7,33,0.0,-1,0.8,-6,-3.3,2
O=[N+]([O-])c1cccc(/C=N/Nc2cc(N3CCOCC3)ncn2)c1,3,-1.5,31,0.6,10,-0.7,-11,-3.1,-8
CCc1cc(C(c2ccncc2)N2CCN(C)CC2)c(NC(=O)c2ccccc2)s1 (stereo unspecified),0,0.8,-8,2.6,-7,1.0,0,0.3,-3
Cc1cc(F)ccc1N1CCC(N2CCN(C)C(CCO)C2)CC1 (stereo unspecified),-12,-0.1,-19,0.8,-8,0.1,-5,0.3,5
COC(=O)Nc1ccc(S(=O)(=O)N2CCCC(C(=O)N3CCCCC3)C2)cc1 (stereo unspecified),-3,-3.6,-5,2.7,5,0.5,-6,-3.6,-19
Cc1cc(C(=O)NCCC2=CCCCC2)ccc1[N+](=O)[O-],-4,-2.6,26,3.4,-5,-0.2,7,-0.7,3
COc1cc(/C=C/C(=O)O)cc(S(=O)(=O)NCCCO)c1OC,-2,0.1,2,0.7,2,0.3,-5,-1.7,-3
COC(=O)c1sc(NC(=O)c2cccc([N+](=O)[O-])c2)c(C(N)=O)c1C,-12,-2.7,-3,-0.1,0,-0.3,4,-2.1,-7
CCOC(=O)c1ccc(NC(=O)CS(=O)(=O)c2cn(CC)c3ccccc23)cc1,-6,-2.3,28,1.0,-9,0.1,-8,-4.6,-13
COC(=O)c1cn(C(=O)c2ccc(C)c(C)c2)c2ccccc12,-4,-3.5,1,0.4,0,-0.7,-19,-2.4,3
Cc1cc(C(C)(C)C)ccc1OCCN(C)C,-1,-3.5,25,0.3,-2,-0.3,-9,-4.1,6
O=[N+]([O-])c1ccc(C[n+]2cccc3ccc4cccnc4c32)cc1,-3,-3.6,44,0.9,3,0.5,-9,-3.9,10
CCOC(=O)c1ccc(NC(=O)c2nc[nH]c2C(=O)NC)cc1,2,nt,11,-0.1,nt,-0.5,nt,nt,nt

Limited to IMP-1 inh, V1aR counter and GPR7 antagonist, for 2 of the compounds above:
Compound	IMP-1 inh	V1aR counter	GPR7 antagonist
Cc1cc(F)ccc1N1CCC(N2CCN(C)C(CCO)C2)CC1 (stereo unspecified)	0.3	0.8	-5
COC(=O)Nc1ccc(S(=O)(=O)N2CCCC(C(=O)N3CCCCC3)C2)cc1 (stereo unspecified)	-3.6	2.7	-6

Continued.
compound,GalR3 antagonist,VIM-2 inhibitor,PHOSPHO1 inh,V1aR counter,NS3 helicase inh,OXTR agonist,GPR7 antagonist,IMP-1 inh,DNA FID counter
Cc1cc(-c2cc(C(=O)NCc3ccccc3)on2)nc(NC2CCCC2)n1,-3,nt,18,1.8,nt,-0.5,nt,nt,nt
Cn1nc(-c2ccc(C(=O)Nc3cccc(Cl)c3)cc2)c2ccccc2c1=O,-2,-4.8,-6,0.9,-5,0.0,-7,-4.1,1
Cc1cccc(CC(=O)OCn2nnc3ccccc3c2=O)c1,nt,-5.0,14,0.2,6,-1.2,4,-3.1,-14
OCCN(CC#CC(O)(c1ccccc1)C1CCCCC1)CCO (stereo unspecified),-2,-0.3,40,0.1,-11,0.0,-14,-2.1,-3
Nc1nc2c(s1)CCCCCCCCCC2,0,-0.2,-10,0.9,-26,1.4,-13,-4.1,3
Cc1cc(C)c(NC(=O)Nc2ccc3c(c2)OCO3)c(C)c1,6,-2.7,16,1.1,8,0.5,-4,-0.4,-4
CCCCNS(=O)(=O)c1ccc2nc(SCC(=O)c3ccc(C#N)cc3)[nH]c2c1,-1,-2.0,99*,4.5,7,2.0,-8,-3.0,-4
COc1ccc2nc(NC(=O)CN(C)S(=O)(=O)c3cccs3)sc2c1,-2,1.5,-18,6.4,-12,6.6,18,-2.4,-2
O=C(NCCc1ccccc1)C(=O)NCC1OCCN1S(=O)(=O)c1ccc(F)cc1 (stereo unspecified),nt,-3.4,-16,0.5,8,-0.2,-7,-0.7,-24
CCN(CC)S(=O)(=O)c1cccc(NC(=O)C(=O)c2c(-c3ccccc3)cc3ccccn23)c1,-6,-1.5,14,-1.8,-4,-0.6,-7,-6.7,-25
CCOc1ccc(NC(=O)Nc2cc(C(C)C)c(O)cc2C)cc1,0,-2.7,29,1.1,-17,0.8,-21,-2.4,-21
CCOCCCNS(=O)(=O)c1ccc(NC(=O)N2c3ccccc3Sc3ccccc32)cc1,3,1.3,9,-0.7,-5,-0.3,3,-1.4,8
c1csc(C(c2nnnn2C2CCCCC2)N2CCN(c3nc4ccccc4s3)CC2)c1 (stereo unspecified),1,0.2,-20,nt,0,nt,11,-0.8,-1
O=C1NC(NS(=O)(=O)c2ccccc2)(C(F)(F)F)C(=O)N1Cc1cccnc1 (stereo unspecified),-6,-2.6,26,-0.6,9,0.1,-10,-3.2,2
NC(=O)[C@H](Cc1cc2ccccc2s1)NC(=O)[C@@H]1CC2(CC(c3cccc(NC(=O)[C@@H]4CCC(=O)N4)c3)=NO2)CN1C(=O)/C=C/c1c(F)cccc1Cl (stereo partly specified),nt,-1.2,6,-0.2,-19,-0.1,1,-0.4,-41
Cc1ccc(CCN2CC(C(=O)NC(C)C)CC2=O)cc1 (stereo unspecified),-14,-4.1,51,0.4,3,0.3,-17,-2.2,-4
Cc1cccc(C)c1NC(=S)N1CC(C)OC(C)C1 (stereo unspecified),-2,-1.3,16,0.6,12,-0.2,-14,-2.2,-4
N#Cc1ccc(CN(c2ccncc2)S(=O)(=O)c2ccccc2)cc1,1,0.2,23,0.3,-1,1.3,-3,0.4,-5
CCCN=Cc1ccc(O)cc1,2,1.0,34,1.6,-1,0.8,5,-0.3,2
CCCCOc1ccc(CC2CCC(=O)NC2=O)cc1 (stereo unspecified),-3,-2.2,28,-0.6,-5,-1.9,-8,-3.0,-22
CC(=O)c1c(C)[nH]c(C(=O)NCc2ccc(F)cc2)c1C,-5,-2.2,2,1.3,-1,3.1,-12,-1.5,-8
O=C(O)c1ccc2c(=O)n3c(nc2c1)/C(=C/c1ccccc1OC(F)F)CC3,4,-0.9,27,0.0,-2,-0.6,-1,-3.3,-22
Cc1ccc(C(=O)N2CCN(CCNC(=O)C(=O)Nc3ccc(Cl)cc3)CC2)cc1,-3,-1.1,nt,nt,-7,nt,-15,-0.6,-25
O=C1CC(c2ccco2)CC(O)=C1C=Nc1cc(Cl)ccc1O (stereo unspecified),-4,-3.2,-8,8.3,42*,4.2,-18,-2.2,-12
Cc1ccc2c(cnn2C(=O)CCC(=O)NCc2ccccc2Cl)c1,nt,-2.6,28,-0.3,13,-0.9,-5,-0.5,-25
COC(=O)C1=C(C)N(C(C)c2ccccc2)C(=O)/C1=C\c1ccco1 (stereo unspecified),-3,-2.0,-39,-0.2,21,-0.9,-9,-2.8,-18
O=C(NC1CC1)c1ccc(CS(=O)(=O)c2c(Cl)cccc2Cl)o1,3,-5.3,11,0.2,7,0.5,-1,-1.1,-3
Cc1ccc(C)c(SCc2noc(C(=O)NCC3CCCO3)c2C(=O)O)c1 (stereo unspecified),-3,-0.8,42,-0.6,13,-0.4,-14,-0.1,-36
COc1ccc(CNC(=O)C(c2ccco2)N(Cc2ccccc2)C(=O)Cc2cccs2)cc1 (stereo unspecified),-3,-1.4,-12,6.6,2,1.1,0,-0.6,-5
Cc1ccc(NC(=O)COC(=O)[C@H](C)NC(=O)c2ccccc2)cc1S(=O)(=O)N1CCOCC1,2,-1.0,19,0.4,-1,-0.6,-11,-2.4,-21
COC(=O)C1=C(C)N(C)C(C)=C(C(=O)OC)C1c1ccc(C(=O)OC)cc1,1,-1.6,-8,-1.7,-5,-2.8,-10,-5.2,-12
O=C(CSc1nnc(-c2c[nH]c3ccccc23)o1)N(Cc1ccccc1)c1ccc(F)cc1,nt,-2.9,11,-0.1,-9,0.4,2,-1.0,-10
C=CCN(C(=O)c1csnn1)C(C(=O)NC1CCCC1)c1ccccc1 (stereo unspecified),-3,-1.5,39,-0.6,11,-0.3,-10,-3.2,-18
COc1ccc(CNC(=O)CCS(=O)(=O)Cc2cccc(Cl)c2)c(OC)c1,-5,-3.2,2,-1.1,-9,-0.3,4,-4.4,-12
